# Sm TGR inh: inhibitors of Schistosoma mansoni thioredoxin glutathione reductase | Q962Y6 | purified TGR, DTNB reduction, TNB absorbance 405 nm | hit rate 3% among 360,000 | Potency, µM (highest dose often 114 µM), for inactives: at the top dose activity change, negative = inhibition, most hits filed as inhibitors; further: nearly all actives have a fitted effect of over 60% in size
#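 TGR 20 nM + NADPH 100 uM (dispensed conc.), cpd preinc 15 min RT; start with NADPH (500 uM addition) then DTNB (15 mM addition). Kinetic TNB absorbance, 405 nm filter. Four-parameter Hill fit across titration.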
# Pf growth 96h: P. falciparum growth inhibition at 96 hours. Potency, µM (titrated, usually from 28.7 µM), for the others: top-dose activity change, negative = inhibition, usual class: inhibitors. P. falciparum luciferase reporter growth, 96 h. hit rate 6.9% among 320,000. AID 504834
#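 P. falciparum expressing integrated firefly luciferase, in erythrocytes at 2% hematocrit, 0.05% parasitemia, incubated with compounds 96 h at 37 C, 5% CO2. Growth inhibition read as loss of luminescence; two-generation exposure targets delayed-death apicoplast inhibitors.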
# Pf growth 48h: inhibits P. falciparum growth in the first generation, 48 h; hit rate 5.9% among 310,000; Potency, µM (highest dose often 28.7 µM), for the others: top-dose activity change, negative = inhibition, usual class: inhibitors; P. falciparum luciferase growth in erythrocytes, 48 h; AID 504832
#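 Growth was read as firefly luciferase luminescence after a 48 h, 37 C, 5% CO2 exposure of compounds to reporter-bearing P. falciparum cultures (0.1% parasitemia, 2% hematocrit final) in Albumax-supplemented RPMI 1640.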
# TbPYK inhibitor: T. brucei pyruvate kinase inhibition; Q57TT1; Potency, µM (top dose mostly 76.8 µM), without a hit: at the highest dose activity, negative = inhibition, most hits filed as inhibitors; hit rate 0.12% among 410,000; TbPYK enzyme, Kinase-Glo Plus ATP luminescence, 45 min; AID 624173; further: nearly all actives have a fitted effect of over 50% in size
#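 T. brucei PYK with substrate was exposed to pin-transferred compounds across a concentration series, then started with 130 uM ADP (final). After 45 min at room temperature, Kinase-Glo Plus luminescence was read, normalized and curve-fitted.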
# HCV inhibitor: inhibitors of hepatitis C virus infection; AID 651820; hit rate 3.4% among 340,000; Potency, µM (top dose mostly 41.8 µM), without a hit: at the highest dose activity change, negative = inhibition, actives largely listed as inhibitors; Huh7.5.1 HCVcc-Cre infection, luciferase reporter, 44 h
#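 Infectious HCV cell culture screen: compound-treated cells (1,000/well, pre-plated 4 h) are infected with HCVcc-Cre at roughly 0.5 moi and grown 44 h. Infection is quantified by luciferase signal after 15 min substrate incubation at room temperature.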
# LmPK inhibitor: LmPK (Leishmania mexicana) enzyme inhibition. Q27686. purified LmPK, Kinase-Glo ATP luminescence, 1 h. Potency, µM (highest dose often 57.5 µM), inactives show top-dose activity change, negative = inhibition, usual class: inhibitors. hit rate 0.37% among 290,000
# Target sequence (Q27686 whole entry, looked up): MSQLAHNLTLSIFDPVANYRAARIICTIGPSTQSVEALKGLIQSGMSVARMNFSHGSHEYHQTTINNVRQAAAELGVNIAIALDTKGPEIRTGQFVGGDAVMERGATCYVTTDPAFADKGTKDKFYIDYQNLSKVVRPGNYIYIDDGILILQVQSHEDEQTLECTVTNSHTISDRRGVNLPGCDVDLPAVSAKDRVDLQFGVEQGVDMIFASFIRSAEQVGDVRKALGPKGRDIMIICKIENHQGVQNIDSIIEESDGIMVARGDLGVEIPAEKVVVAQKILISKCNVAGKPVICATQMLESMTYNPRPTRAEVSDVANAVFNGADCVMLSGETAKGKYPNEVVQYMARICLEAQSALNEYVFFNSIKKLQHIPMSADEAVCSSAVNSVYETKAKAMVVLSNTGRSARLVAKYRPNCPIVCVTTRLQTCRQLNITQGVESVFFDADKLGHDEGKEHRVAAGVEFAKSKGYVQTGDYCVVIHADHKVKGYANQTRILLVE
#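 Kinase-Glo luminescence read after 1 h RT reaction of 0.1 nM LmPK with 0.5 mM PEP and 0.1 mM ADP. Activity scaled between uninhibited and enzyme-free controls.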
# Numbers without * were called inactive; ? = inconclusive; nt = not tested or not shown; [ ] = another dose, or the depositor's remark. The call rests on the fitted dose curve; in most records, active means well fitted curve in the direction sought with a large enough effect; inconclusive means small, poorly fitted or top-dose-only effect, or another doubt; inactive means no such curve, though single readings can be large; an effect the other way counts as inactive or inconclusive. On the % scale 0 is the no-effect control and ±100 the full control effect; potency means the concentration at half of the fitted maximal effect.
Structure,Sm TGR inh,Pf growth 96h,Pf growth 48h,TbPYK inhibitor,HCV inhibitor,LmPK inhibitor
Cc1cnnc2c1-c1no[n+]([O-])c1CC2,0%,?,4%,-1%,nt,0%
CCOc1ccc(CN(C(=O)c2cc3ccccc3oc2=O)C2CC2)cc1,-13%,-9%,12µM*,-1%,6%,10%
O=C(CN1CCN(c2ccccc2F)CC1)c1c[nH]c2ccccc12,-19%,?,?,3%,3%,2%
COc1ccc(C(=O)N2CCCC(C(=O)O)C2)c2ccccc12 (centres undefined),1%,23%,10%,-14%,9%,-6%
CCCCn1c(N)c(N(CCOC)C(=O)CCNC(=O)c2ccc(Cl)cc2)c(=O)[nH]c1=O,-1%,7%,?,4%,-9%,nt
COc1ccc(CNC(=O)/C=C/C(=O)O)cc1,-13%,8%,-5%,-11%,15%,0%
CC1=CC(=C2C(=O)NC(=S)NC2=O)C=C(C(F)(F)F)N1Cc1ccccc1,3%,45%[activator],?,-4%,-19%,-1%
CCN1CCN(C(=O)CN(C)S(=O)(=O)c2ccc(Cl)cc2)CC1,-5%,-17%,nt,-3%,2%,-2%

# Record cards, from the list above. Order of screens: Sm TGR inh, Pf growth 96h, Pf growth 48h, TbPYK inhibitor, HCV inhibitor, LmPK inhibitor
# Listed for `Cc1cnnc2c1-c1no[n+]([O-])c1CC2` → 0%, ?, 4%, -1%, nt, 0%
# Listed for `COc1ccc(C(=O)N2CCCC(C(=O)O)C2)c2ccccc12` (centres undefined) → 1%, 23%, 10%, -14%, 9%, -6%
# Listed for `CCN1CCN(C(=O)CN(C)S(=O)(=O)c2ccc(Cl)cc2)CC1` → -5%, -17%, nt, -3%, 2%, -2%

# Next records follow:
Structure,Sm TGR inh,Pf growth 96h,Pf growth 48h,TbPYK inhibitor,HCV inhibitor,LmPK inhibitor
COc1ccccc1OCC(=O)N(Cc1nnc(-c2ccccc2Cl)o1)C1CC1,-1%,7%,-8%,0%,-6%,nt
CC(NC(=O)c1ccc(Br)s1)C1CCCO1 (centres undefined),-12%,-2%,nt,2%,9%,5%
Cc1cc2cccc(C)c2nc1SCC(=O)N(C)c1nc(-c2ccccc2)cs1,27%,25%,28%,-14%,-1%,-6%
CC(=O)c1cccc(NC(=O)COc2ccccc2)c1,-14%,-2%,62%[activator],nt,3%,7%
CC(=O)Nc1ccc(NC2=CC(=O)c3ccccc3C2=O)cc1,-9%,0.59µM*,?,6%,2%,-7%
CCCCN(CCCC)C(=O)c1cc2ccccc2c(=O)o1,-23%,-15%,-12%,-9%,-14%,-1%
CCN(CC)c1nc2c(s1)C(=O)NCCC2,10%,?,16%,1%,16%,0%
O=C(O)C(C(=O)/C=C/c1ccco1)=C1SCCS1,0%,59%[activator],68%[activator],-13%,20%,9%

# Fetched by compound from the entries so far, 2 records:
Structure,Sm TGR inh,Pf growth 96h,Pf growth 48h,TbPYK inhibitor,HCV inhibitor,LmPK inhibitor
COc1ccc(C(=O)N2CCCC(C(=O)O)C2)c2ccccc12 (centres undefined),1%,23%,10%,-14%,9%,-6%
CC(NC(=O)c1ccc(Br)s1)C1CCCO1 (centres undefined),-12%,-2%,nt,2%,9%,5%

# Continued.
Structure,Sm TGR inh,Pf growth 96h,Pf growth 48h,TbPYK inhibitor,HCV inhibitor,LmPK inhibitor
Cc1nc(SCC(=O)NCc2ccc3c(c2)OCO3)c(C#N)c2c1CCCC2,3%,?,8%,3%,?,3%
CCC(C)c1ccc(O)c(NC(=O)c2cccnc2)c1 (centres undefined),-7%,?,nt,-4%,-3%,3%
CN(C)S(=O)(=O)c1cccc(NC(=O)C2Cc3ccccc3CN2C(=O)c2ccco2)c1 (centres undefined),18µM*,?,?,-23%,-23%,5%
CCCc1noc2c1C(c1ccoc1)C(C#N)=C(N)N2 (centres undefined),-15%,-41%,-8%,-6%,2%,3%
O=[N+]([O-])c1ccccc1/C=N/N1CCN(c2ccncc2S(=O)(=O)N2CCCCC2)CC1,0%,2.3µM*,12µM*,-17%,?,0%
COc1ccc(C(=O)N2CCN(c3ccccn3)CC2)cc1[N+](=O)[O-],4%,?,-3%,2%,-26%,0%
COc1ccc(-n2c(SCC(=O)Nc3ccc(C(N)=O)cc3)nc3ccccc3c2=O)cc1OC,-1%,?,-17%[0.00184 µM],-17%,-14%,0%
Cc1cc(C)nc(/N=C(\N)Nc2ccc(C)c([N+](=O)[O-])c2)n1,7%,-14%,4%,2%,?,1%
Cc1ccc(C(C)n2cc(C(=O)NCc3ccncc3)nn2)cc1 (centres undefined),0%,343%[activator],-2%,-3%,20%,1%
COc1ccc(-n2c(SCC(=O)NCCCN3CCCC3=O)nnc2C(C)N2CCCCC2)cc1 (centres undefined),8%,-10%,46%[activator],-3%,15%,9%
CCCCNC(=O)Cc1coc2ccc3ccccc3c12,2%,0%,-7%,0%,-14%,-2%
CCOc1ccc2[nH]c(=O)c(CN(Cc3ccco3)C(CC)c3nnnn3Cc3ccccc3)cc2c1 (centres undefined),16µM*,?,5.9µM*,-19%,?,4%
O=C(OC(C(=O)NC1CCCC1)c1ccccc1F)c1ccco1 (centres undefined),-10%,47%[activator],21%,-3%,10%,-1%
COc1ccc(NC(=O)CSc2nc(N)cc(=O)[nH]2)cc1S(=O)(=O)N1CCCCC1,1%,?,-1%,2%,11%,nt
CN1CCN(c2ccccc2NC(=O)c2ccc(Br)o2)CC1,-1%,nt,10%,0%,?,-2%
CCCC(=O)NC(=S)Nc1ccc(NC(=O)c2cccs2)cc1,?,nt,?,1%,?,-14%

# New compounds follow
# The line under a structure holds: Sm TGR inh	Pf growth 96h	Pf growth 48h	TbPYK inhibitor	HCV inhibitor	LmPK inhibitor
COc1ccc(C2(c3ccc(OC)cc3)NC(=O)N(CC(=O)NCC(F)(F)F)C2=O)cc1
→ -7%	25%	-2%	3%	9%	3%
CCc1nnc(NS(=O)(=O)c2ccc(NC(=S)NC(=O)c3cccs3)cc2)s1
→ ?	nt	-2%	5%	9%	7%
CC(C)(C)Cc1nnc(NC(=O)CCC2CCCCC2)s1
→ 4%	2%	12%	-15%	22%	-1%
CN(C)c1ccc(C2CC(c3ccccc3)=Nc3nc(-c4ccccc4)cn32)cc1 (centres undefined)
→ ?	5.2µM*	8.3µM*	nt	3%	3%
c1coc(-c2nnc3sc(C4CCCCC4)nn23)c1
→ -33%	18%	?	-22%	-1%	-1%
Cc1ccc(N(C)S(=O)(=O)c2ccc(-c3ccc(=O)[nH]n3)s2)cc1C
→ -9%	16%	6%	-2%	12%	-2%
CC[n+]1ccc2cc(OC)c(OC)cc2c1Cc1ccc(OC)c(OC)c1
→ ?	?	1.2µM*	?	-18%	23%
Cc1nn(-c2ccccc2)c(C)c1/C=C/C(=O)OC(C)C(N)=O (centres undefined)
→ -4%	0%	16%	5%	3%	-3%
COCCN(C(=O)CSCC(=O)Nc1cccc(C)c1)c1c(N)n(Cc2ccccc2)c(=O)[nH]c1=O
→ -2%	4%	1%	-1%	0%	nt
O=C(NNC(=O)NC1CCCCC1)NC1CCCCC1
→ 0%	6%	46%[activator]	4%	6%	-6%
CON(c1nc(Cl)nc(N(C)C)n1)S(=O)(=O)c1ccccc1Cl
→ -1%	0%	-12%	7%	2%	0%
CC(NC(=O)C12CC3CC(C)(CC(C)(C3)C1)C2)c1ccncc1 (centres undefined)
→ 2%	?	23%	5%	-7%	3%
Cc1cccc(C)c1NC(=O)C1CCCN1C(=O)OC(C)(C)C (centres undefined)
→ 0%	-20%	15%	3%	1%	2%
Cn1cccc1C(=O)OCC(=O)Nc1ccc2c(c1)OCO2
→ 10%	240%[activator]	250%[activator]	-2%	9%	17%
CCCCN1CNC(=S)N(CCc2ccc(OCC)c(OCC)c2)C1
→ 8%	?	?	-5%	?	-1%
Cc1ccc(/C=C2\SC(=S)N(c3cccnc3)C2=O)cc1
→ -7%	13%	8%	-4%	4%	2%
Cc1ccccc1NC(=O)CCC(=O)OCC(=O)c1cccc([N+](=O)[O-])c1
→ nt	12%	-5%	2%	31%[activator]	3%
Cc1ccc(N2C(=O)NC(=O)/C(=C/C=C/c3ccco3)C2=O)cc1
→ ?	0%	7%	-24%	?	0%
CC(=O)Nc1ccc(NC(=O)CS(=O)(=O)c2cn(CC(=O)N3CCCC3)c3ccccc23)cc1
→ ?	-33%	-12%	-29%	8%	3%
COc1ccc(OCc2cnc(Cl)s2)cc1
→ 1%	7%	55%[activator]	-7%	20%	-1%
COc1cc(/C=C(/C#N)C(=O)Nc2ccc(C)cc2)ccc1Oc1nc(Cl)ncc1F
→ -8%	-3%	5%	0%	?	4%
C/C(=N/OC(=O)N(C)C)c1ncc(C(F)(F)F)cc1N1CCOCC1
→ -17%	-23%	nt	1%	25%	1%
O=C(NCc1ccccn1)Nc1cccc(F)c1
→ -2%	13%	-4%	-5%	16%	2%
CCC(=O)Nc1ccc(-c2nc(-c3ccccc3)n(CC(=O)N3CCCCC3)n2)cc1
→ 4%	?	-6%	-17%	1%	1%
Cc1ccn2c(-c3csc(NCc4ccccc4)n3)c(C)nc2c1
→ 3%	8%	13µM*	-5%	10µM*	4%
FC(F)(F)c1ccc2c(c1)NP(=S)(N1CCOCC1)c1nccn1-2 (centres undefined)
→ 4%	?	?	-13%	-6%	-2%
O=C(COc1ccc2c3c(c(=O)oc2c1)CCC3)N1CCCCC1
→ -11%	36%[activator]	28%	-1%	-3%	-4%
Nn1c(COc2cccc(Br)c2)nnc1SCC(=O)N1CCc2ccccc2C1
→ -9%	?	?	-1%	-27%	-1%
CNC(=S)N(CCc1c(C)[nH]c2ccccc12)Cc1cccnc1
→ -5%	?	?	5%	-12%	0%
CC1CCCCC12NC(=O)N(CC(=O)N1CCN(C(=O)c3cccs3)CC1)C2=O (centres undefined)
→ 3%	3%	-26%	0%	3%	nt
CC(C)(C)N(Cc1ccccc1)C(=O)COC(=O)c1ccc(Br)o1
→ -17%	-9%	?	3%	-16%	nt
Cc1csc(NC(=O)c2cc(=O)[nH]c3ccc(S(=O)(=O)N4CCOCC4)cc23)n1
→ 2%	31%[activator]	7%	1%	-7%	-2%
COc1ccc(CCNCc2cccn2C)cc1
→ ?	1.5µM*	-17%	-14%	7%	2%
CCN(CC)S(=O)(=O)c1cccc2cc(C(=O)O)c(O)cc12
→ -4%	-20%	-6%	-12%	8%	6%
CCc1ccc(NC(=S)N2CCNC(=O)C2CC(=O)OC)cc1 (centres undefined)
→ 8%	0%	-5%	-4%	-1%	-5%
CCOC(=O)c1cc(-c2ccccc2)sc1NC(=O)c1cc(OC)c(OC)c(OC)c1
→ -9%	?	20%	-5%	?	0%
CCn1cc(C2=NC(c3ccccc3)CO2)c2ccccc21 (centres undefined)
→ 3%	36%[activator]	31%	5%	?	1%
O=C(COc1ccc(S(=O)(=O)N2CCCCC2)cc1)Nc1ccccc1F
→ -3%	9%	12µM*	-4%	-8%	2%
CN(C)c1nc(N)nc(CSc2n[nH]c(-c3ccccc3)n2)n1
→ 6%	3%	11%	2%	?	4%
CC1CN(C(=O)c2ccccc2)C(=Nc2cccc(S(=O)(=O)N(C)C)c2)S1 (centres undefined)
→ -11%	?	3%	5%	1%	0%
COC(=O)c1ccccc1NC(=O)c1ccc(COc2ccccc2)o1
→ 0%	13%	5%	-7%	?	5%
NC1=NCC(O)=C1c1nc2ccccc2[nH]1
→ -5%	10%	27%	-14%	-3%	-3%

# High-throughput results: PubChem, National Center for Advancing Translational Sciences (NCATS)

# Compounds as they come; any-hit rate near 16%.
